FBPA Giardia inh = qHTS Assay for Inhibitors of Fructose-1,6-bisphosphate Aldolase from Giardia Lamblia. 0.71% of 290,000 active. Potency, µM (doses to about 59.6 µM), for the others: at the highest dose activity, negative = inhibition, actives largely listed as inhibitors. A8B2U2. purified Giardia FBPA. AID 2451, 2010; also: potency is read from the fitted curve at half-maximal effect; % is scaled to controls: 0 for no effect and ±100 for the full control effect; nearly all actives have a fitted effect of over 55% in size
Target sequence (A8B2U2 whole entry, looked up): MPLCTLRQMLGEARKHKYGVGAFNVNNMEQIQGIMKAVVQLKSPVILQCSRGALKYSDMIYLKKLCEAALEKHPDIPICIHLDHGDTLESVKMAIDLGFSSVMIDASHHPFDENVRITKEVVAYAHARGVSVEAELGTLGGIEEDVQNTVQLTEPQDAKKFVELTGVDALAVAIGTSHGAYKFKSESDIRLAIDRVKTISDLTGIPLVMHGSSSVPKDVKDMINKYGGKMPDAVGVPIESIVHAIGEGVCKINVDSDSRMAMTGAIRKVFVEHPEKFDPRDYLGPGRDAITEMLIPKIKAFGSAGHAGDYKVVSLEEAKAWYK
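40 nM FBPA preincubated 10 min at RT with compound (up to 57.5 uM final), then substrate plus GAPDH/TPI/NAD/arsenate coupling and diaphorase/resazurin added. Fluorescence read after 20 min at RT, 525/598 nm.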
Shiga inhibitor = A qHTS for Small Molecule Inhibitors of Shiga Toxin. Vero cells, Shiga toxin protein synthesis inhibition reporter. inhibition, % at 38.7 µM. 9.2% of 290,000 active. AID 2315, 2010; in the data active = inhibition mostly above about 28%, no sharp cut-off; inactive = mostly below about 43%; also: 0% is about no effect
AMA1 RON2 block = qHTS for Inhibitors of AMA1-RON; Towards Development of Antimalarial Drug Lead: Primary Screen; 0.2% of 360,000 active; Plasmodium falciparum AMA1 (3D7) - RON2 peptide interaction; AlphaScreen AMA1-biotinylated RON2 peptide binding; Potency, µM (series often up to 58.2 µM), for inactives: top-dose activity change, negative = inhibition, most hits filed as inhibitors; AID 720542, 2013;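 also: potency is read from the fitted curve at half-maximal effect; 0% = vehicle wells and -100% = peptide control; nearly all actives have a fitted effect of over 45% in size; some results filed as inactive show a strong effect at the top dose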
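AMA1 (3D7) with his tag at 25 nM final met compounds first, then biotinylated RON2 peptide at 25 nM; detection used donor plus acceptor beads, 10 µg/mL apiece, read by AlphaScreen after 30 min at room temperature.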
AmpC inh detg = qHTS Inhibitors of AmpC Beta-Lactamase (assay with detergent); P00811; AmpC hydrolysis of nitrocefin, absorbance 480 nm, 0.01% Triton; Potency, µM (titrated, usually from 114 µM), for inactives: at the top dose activity change, negative = inhibition, usual class: inhibitors; 0.041% of 370,000 active;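 also: potency is read from the fitted curve at half-maximal effect; 0% = no-compound wells and -100% = no-enzyme wells; nearly all actives have a fitted effect of over 25% in size; some results filed as inactive show a strong effect at the top dose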
Target sequence (P00811 whole entry, looked up): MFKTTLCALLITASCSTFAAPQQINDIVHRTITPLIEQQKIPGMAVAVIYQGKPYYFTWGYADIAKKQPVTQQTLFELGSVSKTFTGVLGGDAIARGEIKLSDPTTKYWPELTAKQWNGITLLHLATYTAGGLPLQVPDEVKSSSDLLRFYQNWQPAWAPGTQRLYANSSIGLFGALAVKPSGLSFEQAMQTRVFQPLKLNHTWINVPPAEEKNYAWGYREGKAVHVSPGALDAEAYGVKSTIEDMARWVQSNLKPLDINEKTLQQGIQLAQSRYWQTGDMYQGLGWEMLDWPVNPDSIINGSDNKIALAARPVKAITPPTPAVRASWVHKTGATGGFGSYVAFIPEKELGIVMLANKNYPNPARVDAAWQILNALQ
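20 mM phosphate pH 7.0 + 0.01% (detergent screen) or 0.0001% Triton X-100; 5.3 nM AmpC reagent; cpd preinc 15 min RT; nitrocefin (800 uM stock) to start; A480 q20 s × 4 min; Activity was normalised to no-enzyme and no-compound control wells.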
HCMV antiviral = qHTS Assay for inhibitors of the human cytomegalovirus (HCMV); HFF cells, HCMV-luciferase reporter, 72 h; hits give low values; activity change, negative = inhibition, % at 57.5 µM; 4.5% of 410,000 active; AID 1259415, 2018; in the data active = activity change below about -60%; inconclusive = no clear call, values can overlap the other calls; inactive = above about -39%; also: % is scaled to controls: 0 for no effect and ±100 for the full control effect
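Compounds were evaluated in HFFs infected with an HCMV luciferase reporter virus (MOI 1 PFU/cell). Luciferase in lysates collected 72 h post infection served as the replication measure.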
AmpC no deterg = qHTS Inhibitors of AmpC Beta-Lactamase (assay without detergent). P00811. AmpC nitrocefin hydrolysis, absorbance 480 nm, 0.0001% Triton. Potency, µM (series often up to 57.1 µM), for inactives: at the top dose activity change, negative = inhibition, most hits filed as inhibitors. 0.52% of 330,000 active;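 also: potency is read from the fitted curve at half-maximal effect; plate controls were no compound for no effect and no enzyme for full effect; nearly all actives have a fitted effect of over 20% in size; some results filed as inactive show a strong effect at the top dose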
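20 mM phosphate pH 7.0 + 0.01% (detergent screen) or 0.0001% Triton X-100; 5.3 nM AmpC reagent; cpd preinc 15 min RT; nitrocefin (800 uM stock) to start; A480 q20 s × 4 min; Activity was normalised to no-enzyme and no-compound control wells.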
Cycloheximide cs = Cycloheximide Counterscreen for Small Molecule Inhibitors of Shiga Toxin; 12% of 300,000 active; max response, %; cell reporter, cycloheximide protein synthesis inhibition counterscreen; in the data active = max response mostly above about 13%, no sharp cut-off; inactive = mostly below about 14%; also: read at 38.3 µM for the half of the compounds with a filed dose; 0% is about no effect
The depositor's hits bear a star; ? = inconclusive; nt = no result given; & = joins results of further samples; [ ] = another dose, or the depositor's remark. Unless noted, calls follow the shape of the dose curve; as a rule, active = well fitted curve in the direction sought with a large enough effect; inconclusive = small, poorly fitted or top-dose-only effect, or another doubt; inactive = no such curve, though single readings can be large; an effect the other way counts as inactive or inconclusive.

SMILES | FBPA Giardia inh | Shiga inhibitor | AMA1 RON2 block | AmpC inh detg | HCMV antiviral | AmpC no deterg | Cycloheximide cs
CCN(CC(=O)Nc1ccc(Br)cc1)C(=O)Cc1cccc(F)c1 | 0.4% | 17.6 | 5.6% | 5.2% | -32.7 | -9.2% | -2.5
Cc1c(NC(=S)NC(=O)C2CCCCC2)c(=O)n(-c2ccccc2)n1C | 0.9% | -9.1 | 10.7% | ? | 63.0 | -14.7% | -0.6
Cc1cc(C)c2sc(NC(=O)c3ccc([N+](=O)[O-])o3)nc2c1 | ? | 3.7 | -1.8% | -14.8% | 37.7 | -29.7% | 1.4
CCC(C)C(NC(=O)OC(C)(C)C)C(=O)NC(C(=O)N1CCCC1C(N)=O)C(C)CC (stereo not given) | 3.8% | -10.6 | 13.1% | 8.9% | 1.4 | 40.6% | 1.5
CC(Sc1nc2ccccc2c(=O)n1CC1CCCO1)C(=O)N(C)Cc1ccccc1 (stereo not given) | nt | nt | 4.5% | -5.0% | -36.0 | 171.5%[activator] | nt
CCOC(=O)c1c(C)nc2c(c1-c1ccccc1)C(=O)CC(C)(C)C2 | 7.5% | -10.8 | -2.9% | -8.2% | -26.4 | 64.8%[activator] | 1.3
O=C(CSC(=S)N1CCCC1)N/N=C/c1c(O)[nH]c(=S)[nH]c1=O | nt | nt | 3.7% | nt | -37.1 | -33.3% | nt
CN1CCN(c2ncnc3nc[nH]c23)CC1 | -11.1% | -4.1 | 1.4% | 1.0% | 31.1 | -5.3% | 0.4
COc1ccc(CN(C)C(=S)Nc2ccc(Cl)cc2)cc1 | -10.6% | -1.8 | 0.0% | 1.7% | -36.1 | -18.0% | 1.4
CCOC(=O)c1cnc(SCC(=O)Nc2cc(C(F)(F)F)ccc2N2CCOCC2)nc1N | -3.8% | 4.1 | -3.7% | -10.1% | 35.8 | -14.7% | -1.6
O=C(COc1ccc([N+](=O)[O-])cc1)Nc1nnc(-c2cccnc2)s1 | 0.2% | -4.1 | -25.2% | 3.6% | -26.2 | -35.4% | -2.3
COc1ccc(-c2ccc3c(c2)S(=O)(=O)c2cccc(C(=O)NC4CCCCC4)c2C3=O)cc1OC | nt | nt | 24.8% | -4.3% | nt | 1.0% | nt
NC(=O)c1c(NC(=O)c2ccccc2C(=O)O)sc2c1CCCC2 | 8.6% | -2.1 | 6.3% | 0.9% | 0.3 | -3.7% | 1.2
Cc1cc(C)cc(N(CCC#N)C(=O)CSc2ncnc3sccc23)c1 | nt | nt | -26.2% | 0.1% | ? | 4.3% | nt
COc1ccccc1C(=O)N/C(=C\c1ccc(Br)cc1)C(=O)NCC(=O)O | 4.7% | -15.0 | -4.9% | ? | -2.5 | -15.3% | 1.4
CC(C)(C)c1ccc(C(=O)c2c[nH]c(C(=O)NCCCn3ccnc3)c2)cc1 | 5.0% | 2.4 | 6.4% | -1.9% | 4.9 | 16.5% | 0.5
Cc1cc(-c2nnc(CCC(=O)NC(C)c3ccccc3Cl)o2)no1 (stereo not given) | 3.7% | -4.6 | -6.3% | -2.2% | 21.8 | -8.1% | -4.5
O=C(CSc1ncccn1)N1CCN(C(=O)CSc2ncccn2)CC1 | 4.2% | -9.5 | 5.4% | ? | -2.5 | -12.9% | 2.9
CCCCOC(=O)C1=C(C)Nc2ncnn2C1c1ccc(OCC)c(OC)c1 (stereo not given) | -23.0% | -12.7 | -0.7% | -12.3% | 42.2 | 30.4% | -6.7
N#CC1=C(N)Oc2n[nH]c(CSc3ccccc3)c2C12C(=O)Nc1ccccc12 (stereo not given) | -8.1% | -3.5 | -10.3% | ? | -32.4 | -39.0% | -1.5

Structural class, those above with a nitro group on carbon
SMILES | FBPA Giardia inh | Shiga inhibitor | AMA1 RON2 block | AmpC inh detg | HCMV antiviral | AmpC no deterg | Cycloheximide cs
Cc1cc(C)c2sc(NC(=O)c3ccc([N+](=O)[O-])o3)nc2c1 | ? | 3.7 | -1.8% | -14.8% | 37.7 | -29.7% | 1.4
O=C(COc1ccc([N+](=O)[O-])cc1)Nc1nnc(-c2cccnc2)s1 | 0.2% | -4.1 | -25.2% | 3.6% | -26.2 | -35.4% | -2.3

Continued.
SMILES | FBPA Giardia inh | Shiga inhibitor | AMA1 RON2 block | AmpC inh detg | HCMV antiviral | AmpC no deterg | Cycloheximide cs
O=C(NNC(=O)c1cccc(C(F)(F)F)c1)c1ccncc1 | -14.4% | 9.8 | 55.8%[activator] | -13.7% | -27.3 | -11.5% | 4.9
CN1CCN(C(=O)c2ccc3c(=O)n(Cc4ccc(Cl)cc4)c(=S)[nH]c3c2)CC1 | 0.0% | 0.7 | 70.8%[activator] | -3.1% | -19.9 | 144.6%[activator] | 7.9
COc1ccccc1CNC(=O)CCN1C(=O)COc2ccccc21 | 3.1% | -4.7 | 5.9% | -5.0% | 25.9 | -39.8% | -5.9
Cc1nn(C)cc1C(=O)/C=C/c1ccc([N+](=O)[O-])cc1 | 1.6% | 3.5 | 6.2% | 2.3% | -28.4 | -8.7% | 11.5
CCCCCC1CC(=O)N(Cc2ccccc2)C(=O)N1 (stereo not given) | 12.3% | -1.8 | 8.5% | -14.1% | -11.8 | -7.5% | -2.8
CCCC12CN3CC(C)(CN(C1)C3c1ccco1)C2=O (stereo not given) | 3.3% | -7.7 | 17.3% | -5.9% | -15.6 | -16.6% | 10.1
CCOC(=O)c1sc(NC(=O)Cc2ccc(F)cc2)nc1C | -3.4% | 45.7 | -6.3% | 12.7% | -30.1 | -18.9% | 28.9*
Cc1ccc(N2CN(CCc3ccccc3)CNC2=S)cc1 | 4.4% | -0.8 | -3.1% | -2.8% | 14.9 | -2.8% | 1.1
O=C(N/N=C/c1cccs1)C(O)c1ccccc1 (stereo not given) | 0.6% | 19.6 | 3.6% | 3.1% | 9.2 | -11.5% | -1.2
CN1CCN(c2ccccc2NC(=O)COc2ccc(C3CCCCC3)cc2)CC1 | 3.3% | 16.9 | -9.3% | -16.1% | 55.2 | -11.6% | -1.3
[O-]/[N+](=C\c1cccc(Br)c1)c1ccccc1 | ? | 82.2* | -4.6% | 9.4% | ? | -17.9% | 43.9*
Cc1ccc(/C(O)=C2\C(=O)C(=O)N(C)C2c2cccc([N+](=O)[O-])c2)cc1 (stereo not given) | 6.5% | -2.9 | 3.1% | 1.0% | 60.6 | -10.2% | -1.9
CC(C)(C)c1ccc(NC(=O)COC(=O)CCN2C(=O)c3cccc([N+](=O)[O-])c3C2=O)cc1 | -2.5% | 7.1 | -0.6% | -8.0% | 34.3 | -0.9% | 17.9*
CN(c1ccc(C(=O)NC2CCCC2)cc1)S(=O)(=O)c1ccccc1 | -5.9% | 7.8 | 3.0% | -1.9% | -10.8 | 42.0% | 0.9
NC[C@@H]1O[C@H](O[C@H]2[C@@H](O)[C@H](O[C@@H]3[C@@H](O)[C@H](N)C[C@H](N)[C@H]3O[C@H]3O[C@H](CO)[C@@H](O)[C@H](O)[C@H]3N)O[C@@H]2CO)[C@H](N)[C@@H](O)[C@@H]1O | 6.6% | -4.9 | nt | -5.3% | nt | -38.2% | -3.4
COc1cc(Br)cc(Br)c1OCC(=O)N/N=C/c1c(C)n(C)n(-c2ccccc2)c1=O | nt | 1.8 | 121.8%[activator] | ? | 10.4 | 12.0% | -2.3
CC(=O)N1CCOc2ccc(S(=O)(=O)N3CCCCC3)cc21 | 7.5% | -12.5 | 1.2% | 2.7% | 7.9 | -0.7% | 8.1
Cc1ccc(C(=O)COC(=O)c2cnccn2)cc1 | 3.5% | -1.8 | 11.8% | -11.2% | -26.9 | -2.5% | -2.1
CCOC(=O)c1cnc2ccc(Cl)cc2c1NCCN(C)C | ? | 35.0 | 4.2% | 1.8% | -16.3 | -1.4% | 25.7*
CCCCNC(=O)C(c1ccc(OCC(=O)OC)c(C(=O)OC)c1)N(CCc1ccccc1)C(=O)CCCCCN1C(=O)NC(c2ccc(-c3ccccc3)cc2)C(C(=O)OCc2ccccc2)=C1C (stereo not given) | 3.8%&2.8% | -3.2 | nt | -5.9% | nt | 15.3% | -0.6
Cc1ccc(NC(=O)[C@@H](CC(C)C)NC(=O)[C@@H]2Cc3ccccc3CN2)cc1 | 3.6% | 61.4* | 82.3%[activator] | -5.1% | nt | -1.7% | 27.9
O=C(Nc1ccc(Cl)cc1)C(c1ccccc1)N(CCO)CCO (stereo not given) | -1.8% | 12.7 | 5.6% | -8.8% | -10.9 | 3.4% | 2.9
CN(/N=C/c1ccc(O)cc1O)c1ncc(C(F)(F)F)cc1Cl | 6.3% | 43.6 | 83.3%[activator] | 10.9% | -74.4* | -29.1% | 2.8
CCOCCCNC(=O)C1CCN(S(=O)(=O)N2CCCC2)CC1 | 9.7% | 20.7 | 8.9% | 2.3% | 10.2 | -4.6% | -3.6
Cc1cc(-c2ccccc2)n(-c2ccc(C(N)=O)cc2)n1 | 4.4% | 6.7 | 1.9% | 6.3% | -37.3 | -0.1% | 4.3
O=c1c2ccccc2cnn1Cc1n[nH]c(=S)n1-c1ccc(F)c(Cl)c1 | 5.4% | 8.0 | 84.1%[activator] | ? | -34.5 | -9.7% | 1.7
Clc1ccc(-c2nnc3n2CCCCC3)cc1 | -1.0% | 0.4 | -18.3% | -10.1% | -14.4 | -10.2% | -1.0
O=C(COC(=O)CNC(=O)C1CCCCC1)Nc1ccc2ccccc2c1 | 0.8% | 16.7 | -18.2% | -10.7% | 72.0 | 25.2% | 16.5
Fc1c(F)c(F)c(CSc2nc3ccccc3[nH]2)c(F)c1F | -1.7% | 71.1* | 3.1% | -10.0% | -6.8 | -45.9% | 25.2*
Cc1[nH]c(C)c(S(=O)(=O)N2CCN(c3cccc(Cl)c3)CC2)c1C(=O)N1CCCC1 | 9.6% | -13.2 | 0.0% | -13.0% | -25.0 | 115.4%[activator] | 4.5
CCOC(=O)c1c(C)[nH]c(C(=O)C(C)OC(=O)c2cnc(C)cn2)c1C (stereo not given) | nt | nt | 4.6% | 4.7% | 0.0 | 8.3% | nt
CCn1c(SCC(=O)N2CCN(c3ccccc3)CC2)nnc1-c1ccncc1 | -1.2% | -2.7 | nt | ? | nt | -14.8% | -1.3
Cc1ccc(C(=O)Nc2nccc(C)n2)cc1 | 0.3% | nt | 5.2% | -13.1% | 65.4 | -6.4% | 12.2
CN(C)c1ccc(/C=N/NC(=O)CN2CCN(c3ccc(F)cc3)CC2)cc1 | -0.6% | 0.9 | nt | -2.8% | nt | -9.3% | 0.7

Record cards, as listed above. Order of screens: FBPA Giardia inh	Shiga inhibitor	AMA1 RON2 block	AmpC inh detg	HCMV antiviral	AmpC no deterg	Cycloheximide cs
Record of CCOCCCNC(=O)C1CCN(S(=O)(=O)N2CCCC2)CC1 → 9.7%	20.7	8.9%	2.3%	10.2	-4.6%	-3.6
Record of Cc1ccc(C(=O)Nc2nccc(C)n2)cc1 → 0.3%	nt	5.2%	-13.1%	65.4	-6.4%	12.2

Screening data (PubChem BioAssay)

Compounds were not picked by outcome. About 16% of those tested had a hit in this group.
